High-throughput results (PubChem BioAssay)
TDP1 cell noCPT = qHTS for Inhibitors of human tyrosyl-DNA phosphodiesterase 1 (TDP1): qHTS in cells in absence of CPT. actives 15% (n = 420,000). AID 686978, 2013. DT40 Tdp1-/- hTDP1 cells, no CPT, ATP luminescence, 48 h. Potency, µM (doses to about 46.2 µM), inactives show at the highest dose activity change, negative = growth inhibition, actives largely listed as inhibitors; also: nearly all actives have a fitted effect of over 55% in size
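Compound effects on proliferation are scored in DT40 Tdp1-/-;hTDP1 cells in the absence of CPT. ATP levels (CellTiter-Glo luminescence) are recorded after a ≥48 hr, 37 °C incubation.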
TDP1 cell CPT = growth inhibition of DT40 Tdp1-/-;hTDP1 cells with camptothecin (screen for TDP1 inhibitors) | Potency, µM (highest dose often 46.2 µM), for inactives: at the highest dose activity change, negative = growth inhibition, most hits filed as inhibitors | chicken DT40 Tdp1-/-;hTDP1 cells + 20 nM CPT, ATP luminescence, 48 h | AID 686979 | actives 12% (n = 420,000); also: nearly all actives have a fitted effect of over 55% in size
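Cell growth measured by CellTiter-Glo luminescence after a minimum 48 h, 37 C compound exposure with 20 nM CPT in Tdp1-knockout DT40 cells stably expressing hTDP1, seeded 400/well; qHTS titration format.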
GCN5L2 inh = inhibitors of human GCN5L2 histone acetyltransferase. Q92830. GCN5L2 HAT assay, ThioGlo1 CoA-SH fluorescence. Potency, µM (titrated, usually from 58.9 µM), for the others: top-dose activity change, negative = inhibition, hits mostly inhibitors. actives 0.21% (n = 390,000). AID 504327
Target sequence (Q92830 whole entry, looked up): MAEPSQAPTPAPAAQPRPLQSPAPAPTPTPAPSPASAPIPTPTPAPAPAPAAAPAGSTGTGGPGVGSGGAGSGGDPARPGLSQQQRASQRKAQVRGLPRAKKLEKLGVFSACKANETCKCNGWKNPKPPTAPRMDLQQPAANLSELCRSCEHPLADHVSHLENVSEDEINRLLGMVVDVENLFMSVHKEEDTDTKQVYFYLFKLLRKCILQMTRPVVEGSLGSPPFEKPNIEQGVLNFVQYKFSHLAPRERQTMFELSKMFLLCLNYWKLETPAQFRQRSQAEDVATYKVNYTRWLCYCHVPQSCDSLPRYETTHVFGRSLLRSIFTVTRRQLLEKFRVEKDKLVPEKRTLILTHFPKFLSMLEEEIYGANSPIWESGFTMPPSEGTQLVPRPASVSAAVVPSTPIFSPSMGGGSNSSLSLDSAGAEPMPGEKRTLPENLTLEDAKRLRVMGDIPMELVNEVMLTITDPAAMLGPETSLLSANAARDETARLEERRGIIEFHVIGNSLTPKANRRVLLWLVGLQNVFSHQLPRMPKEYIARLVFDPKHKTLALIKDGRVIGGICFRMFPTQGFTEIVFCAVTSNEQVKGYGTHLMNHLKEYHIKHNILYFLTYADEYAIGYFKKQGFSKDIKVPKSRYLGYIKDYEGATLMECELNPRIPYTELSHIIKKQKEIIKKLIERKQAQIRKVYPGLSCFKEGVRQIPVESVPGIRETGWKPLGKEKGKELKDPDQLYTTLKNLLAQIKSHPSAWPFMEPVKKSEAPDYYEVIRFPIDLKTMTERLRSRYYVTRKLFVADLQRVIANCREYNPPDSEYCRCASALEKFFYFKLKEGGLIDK
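Fluorescence readout, Ex340nm/Em540nm: ThioGlo1 (50uM final) reacts with free CoA thiol released as 20nM GCN5L2 acetylates H3(1-25) peptide (75uM) using acetyl-CoA (70uM). Compound and enzyme sat 15 min beforehand; 20 min room-temperature reaction.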
The depositor's hits bear a star; ? = inconclusive; . = no result given; & = joins results of further samples. Calls follow the shape of the dose curve; as a rule, active = well fitted curve in the direction sought with a large enough effect; inconclusive = small, poorly fitted or top-dose-only effect, or another doubt; inactive = no such curve, though single readings can be large; an effect the other way counts as inactive or inconclusive. % is scaled to controls: 0 for no effect and ±100 for the full control effect; potency is read from the fitted curve at half-maximal effect. The list is partial; count on the stated rates, not on these rows.

Sequence of screens: TDP1 cell noCPT	TDP1 cell CPT	GCN5L2 inh
> Cn1cc(S(=O)(=O)c2ccc(Cl)cc2)c(=O)c2cc(F)c(N3CCCC3)cc21
→ 16µM*	21µM*	-5%
> CC(=O)Nc1cc2c(cc1C(=O)C(C)C)OCCO2
→ -23%	2%	.
> COc1ccc(NC(=O)c2cc(-c3cc(Cl)ccc3C)n[nH]2)c(OC)c1
→ ?	?	.
> CCn1c(COc2ccccc2)nnc1SCc1ccc(C#N)cc1
→ -12%	?	-5%
> CC(C)c1cc(Cn2c3ccccc3c(=O)n2C(C)C)on1
→ -9%	-24%	.
> COc1nnc(-c2ccc(N3CCCCC3)c(NC(=O)c3ccc(C)cc3)c2)c2ccccc12
→ -14%	-29%	-11%
> Cc1nc2c(c(C)nn2-c2ccccc2)c(C)c1CCC(=O)Nc1ccc(CN2CCCC2)cc1
→ ?	16µM*	0%
> CCn1c2ccccc2n2c(=O)c(=O)n(CC(=O)Nc3ccc(C(C)C)cc3)nc12
→ 2%	-22%	-9%
> CC(C)(C)OC(=O)N1CC(O)CC1C(=O)OCC(=O)c1ccc(Cl)cc1 (centres undefined)
→ -8%	-15%	-7%
> COc1ccc(OCc2cnc(Cl)s2)cc1
→ 4%	-7%	-3%
> CCC(C)[C@H](NC(=O)c1cc2cc(Cl)ccc2n1C)C(=O)N1CCC[C@H]1C(=O)O (some centres undefined)
→ 7%	4%	-18%
> COc1ccc(N(CC(=O)N2CCN(c3ccccc3F)CC2)S(=O)(=O)c2c(C)n[nH]c2C)cc1
→ ?	-5%&-18%	-4%&-2%
> O=c1c(-c2ccccc2)nc2cncnc2n1Cc1ccccc1Cl
→ -49%	-22%	-2%
> CC1(C(=O)NCc2cccs2)Cc2c(-c3ccc(C(N)=O)cc3)ccnc2O1 (centres undefined)
→ 3.3µM*	2.6µM*	.
> O=C(NNC(=O)c1ccc(Br)s1)c1ccc(F)c(S(=O)(=O)N2CCOCC2)c1
→ -23%	?	-1%
> N#CCc1c(C#N)c(N)nc(N2CCCC(O)C2)c1C#N (centres undefined)
→ 7%	-5%	14%
> CSc1nsc(SCC(=O)Nc2cc(C(=O)O)ccc2C)n1
→ 27%	-10%	-2%
> O=C(NCc1ccncc1)c1ccc(Br)o1
→ 1%	0%	0%
> CCOC(=O)C1CC(=O)c2cc(OC)c(OC)cc2C1 (centres undefined)
→ -14%	-7%	3%
> COc1ccc(Cl)cc1NC(=O)CN(C)CC(=O)NC(C)c1ccccc1 (centres undefined)
→ -14%	?	-8%
> COc1ccccc1NC(=O)C(=O)NCC(c1cccnc1)N1CCc2ccccc2C1 (centres undefined)
→ ?	?	-1%
> CCOc1ccc(N2CC(C(=O)Nc3c(C)n(C)n(-c4ccccc4)c3=O)CC2=O)cc1 (centres undefined)
→ 15%	8%	-4%
> COCCCn1c(=O)cc(C)[nH]c1=S
→ 7%	-2%	-6%
> O=C(CCN1C(=O)c2ccccc2C1=O)c1cnc[nH]1
→ 3%	-11%	.
> Cc1cc(C)n(/N=C/c2ccc(C(C)C)cc2)c(=O)c1C#N
→ 8.2µM*	?	-1%
> Cc1ccc(NC(=O)CNCC2CCCCC2)cc1S(=O)(=O)N(C)C
→ ?	16µM*	?
> O=C(Cc1ccc(Cl)cc1)N1CCOCC1
→ -17%	?	-12%
> COc1ccc(C(CNC(=O)COc2cc(C)cc(C)c2)N2CCCCC2)cc1 (centres undefined)
→ ?	23µM*	2%
> CC1Cc2ccccc2N1S(=O)(=O)c1ccc2c(c1)n(C)c(=O)c(=O)n2C (centres undefined)
→ -17%	?	-1%
> O=c1[nH]c(C2CCCN(S(=O)(=O)c3cccc(Cl)c3)C2)nc2c1nnn2Cc1ccc2c(c1)OCCO2 (centres undefined)
→ ?	?	-11%
> COc1ccccc1C(=O)Nc1ccc(S(=O)(=O)N2CCCC2)cc1
→ -30%	-20%	-9%
> C=CCn1c(SC(C)C(=O)NCc2ccc3c(c2)OCO3)nc2scc(-c3ccccc3)c2c1=O (centres undefined)
→ ?	-19%	-10%
> COc1ccc(C(=O)Nc2cc(Cl)cc(Cl)c2)c(OC)n1
→ ?	?	-2%
> CC(=O)c1cc(C#N)c(N2CCN(c3ccccc3)CC2)nc1C
→ -20%	-26%	20%
> N#C/C(=C/c1cn(Cc2ccc(F)cc2)c2ccccc12)C(=O)Nc1cccc(Cl)c1
→ -28%	?	-15%
> COc1cc(C(=O)OCC(=O)NCc2ccco2)cc(OC)c1OC
→ -18%	1%	-3%
> Oc1ccc(Nc2nc(-c3ccc(O)cc3)cs2)cc1
→ 5µM*	11µM*	-6%
> CCOc1ncccc1C(=O)OCC(=O)Nc1ccc(C(N)=O)cc1
→ 3%	8%	0%
> COc1ccc(CCNC(=O)Cn2nnc(-c3ccc(OC)c(OC)c3)n2)cc1OC
→ ?	-8%	-2%
> CC(C)[C@H](NC(=O)c1ccc(Cl)cc1Cl)C(=O)OCc1nc2ccsc2c(=O)[nH]1
→ -29%	0%	.
> COc1ccc(N(Cc2cccs2)C(=O)COc2cc(C)c(Cl)c(C)c2)cc1
→ ?	?	-17%
> CC1=C(/C=N/Nc2ccc([N+](=O)[O-])cc2[N+](=O)[O-])C(C)(C)CCC1
→ 18µM*	?	-4%
> COc1cccc(C(=O)N2CCC(CCC(=O)Nc3cccc(C)c3)CC2)c1
→ -29%	?	-3%
> COc1cc2c(cc1NC(=O)c1ccc(C)c([N+](=O)[O-])c1)oc1ccccc12
→ ?	?	8%
> Cc1occc1-c1nnc(SCC(=O)Nc2nccs2)n1Cc1ccco1
→ 5%	-11%	-14%
> NC(=O)c1cc2ccccc2o/c1=N\NC(=O)c1ccncc1
→ -19%	-20%	-15%
> COC(=O)CSc1cc(SCC(=O)OC)c(C#N)c(SCC(=O)OC)c1
→ -14%	-13%	-8%
> CCc1nc2ccc(C(=O)NCCCN3CCCC3=O)cn2c1N(CC)CCN(C)C
→ -3%	9%	.
> COc1ccc(/C=C(/NC(=O)c2ccc(OC)c(OC)c2)C(=O)NCCc2c[nH]c3ccccc23)cc1
→ -2%	?	-3%
> CCN1CCN(CCCNC(=O)c2ccc3c(c2)sc2nc(-c4ccc(OC)cc4)cn23)CC1
→ 1.3µM*	0.92µM*	-18%
> Cc1cccc(NC(=O)CSc2nc(=O)n(CCN3CCOCC3)c3c2CCC3)c1
→ -3%	0%	-10%
> CCN1C(=O)c2ccccc2Sc2ccc(NC(=O)c3ccc(C#N)cc3)cc21
→ 16µM*	21µM*	3%
> Cc1noc(C)c1COc1ccc(C(=O)OCC(=O)NC2CCCCC2C)cc1 (centres undefined)
→ ?	-14%	-5%
> CC(C)N(C)CCOC(=O)/C=C/c1ccccc1
→ -8%	-21%	1%
> CCOC(=O)c1ccccc1NC(=O)COC(=O)CCCOc1ccccc1
→ -14%	-9%	-8%
> COc1ccc(NC(=S)NC(=O)C2CCCCC2)cc1
→ 11%	6%	-28%
> C=CCn1c(SCc2c(F)cccc2Cl)nnc1-c1ccco1
→ 16µM*	21µM*	-7%
> CC1(C)CC(=O)C2=C(C1)N(c1ccc(Cl)cc1)C(=O)C2(O)C(F)(F)F (centres undefined)
→ -28%	-8%	2%
> COc1cc(C(=O)NCCC(=O)N2CCCCC2)cc(OC)c1OC
→ 4%	11%	-5%
> CCC(=O)c1ccc(-c2ccccc2)cc1
→ 2%	7%	-2%

Looked up by compound from above, 5 records:
Sequence of screens: TDP1 cell noCPT	TDP1 cell CPT	GCN5L2 inh
> COc1ccc(C(=O)Nc2cc(Cl)cc(Cl)c2)c(OC)n1
→ ?	?	-2%
> Cc1ccc(NC(=O)CNCC2CCCCC2)cc1S(=O)(=O)N(C)C
→ ?	16µM*	?
> CCn1c(COc2ccccc2)nnc1SCc1ccc(C#N)cc1
→ -12%	?	-5%
> CCC(=O)c1ccc(-c2ccccc2)cc1
→ 2%	7%	-2%
> COc1nnc(-c2ccc(N3CCCCC3)c(NC(=O)c3ccc(C)cc3)c2)c2ccccc12
→ -14%	-29%	-11%

(continued)
Sequence of screens: TDP1 cell noCPT	TDP1 cell CPT	GCN5L2 inh
> O=C(Nc1ccc(Cl)cc1)OCCn1nnnc1C(c1ccccc1Cl)N1CCOCC1 (centres undefined)
→ 18µM*	26µM*	-7%
> O=C(Nc1ccccc1)c1ccccc1NS(=O)(=O)c1ccc(Cl)s1
→ ?	?	-11%
> O=C(NCc1cccnc1)c1cccnc1-c1nc2ccccc2s1
→ 1%	-19%	0%
> CCC(C)(C)NC(=O)C(c1ccc(O)cc1)N(Cc1ccco1)C(=O)CCC(=O)Nc1ccccn1 (centres undefined)
→ -15%	-11%	-5%
> CSc1ccc(S(=O)(=O)NCC(=O)OCC(=O)NCCc2ccccc2)cc1[N+](=O)[O-]
→ 6%	3%	-1%
> COc1ccccc1C(=O)Nc1cc2c(cc1N1CCCC1)n(C)c(=O)c(=O)n2C
→ ?	-1%	-1%
> COC(=O)c1ccc(N/C=C/C(=O)c2ccccc2)cc1
→ -23%	-8%	-3%
> O=C(CCCNc1ccccc1)N/N=C/c1cccs1
→ -19%	-5%	0%
> Cn1c(C(=O)N[C@@H](Cc2ccccc2)C(=O)NCCC(=O)O)cc2cc(Cl)ccc21
→ -18%	-5%	-2%
> COc1ccc(N2CCN(C(=O)COC(=O)c3cccc(S(=O)(=O)Nc4ccccc4OC)c3)CC2)cc1
→ 21µM*	?	-9%
> CCOc1ccc(NC(=O)CCC(=O)N/N=C2\CCCc3ccccc32)cc1
→ 1%	-5%	-2%
> C=CCn1c(=S)[nH]c2sc3c(c2c1=O)CCC3
→ ?	?	-16%
> CCOC(=O)CN(C(=O)COc1nc(C)cc(C)c1C#N)c1ccc(F)cc1
→ ?	-16%	-1%
> CCN1CCN(C(=O)CN(C)S(=O)(=O)c2ccc(OC)c(C)c2)CC1
→ -9%	-1%	-2%
> CN(CCC#N)C(=S)Nc1ccc(F)cc1
→ -9%	2%	2%
> COC(=O)c1cccnc1SCc1ccccc1
→ -2%	?	-10%
> O=C(Nc1nc2n(n1)C(c1ccc(F)cc1)C=C(c1ccccc1)N2)c1ccc(Cl)cc1 (centres undefined)
→ 18µM*	?	0%
> CC1CC(C)CN(S(=O)(=O)c2ccc(NC(=O)CN3C(=O)NC(C)(c4ccccc4)C3=O)cc2)C1 (centres undefined)
→ -2%	-7%	?
> Fc1ccc(C(c2nnc(-c3ccccc3)o2)N2CCN(c3ccccc3)CC2)c(Cl)c1 (centres undefined)
→ 21µM*	?	-18%
> O=C(COc1nncc2ccccc12)NCC(F)(F)F
→ 12%	-1%	-10%
> CC(C)c1ccc(NC(=S)N2CCCC2)cc1
→ 2%	?	?
> O=C(c1cc(C(F)(F)F)cc(C(F)(F)F)c1)N1CCC2(CCCN(Cc3ccccc3)C2)CC1
→ -20%	10%	-10%
> COc1ccccc1OCc1nc(C#N)c(NCc2ccco2)o1
→ -17%	-8%	-10%
> FC(F)Oc1ccc(NC(=S)N2CCc3ccccc32)cc1
→ ?	-7%	-6%
> O=c1c2ccccc2nc(-c2ccc(Cl)cc2)n1CCCOc1ccccc1F
→ -1%	-4%	-1%
> Clc1ccc(SCc2cc(-c3ccc(Cl)cc3)on2)cc1
→ -2%	-1%	-12%
> c1ccc(CSc2ncn(-c3ccccc3)n2)cc1
→ -4%	8%	-3%
> COc1cc(-c2noc(CCC(=O)Nc3cc(C)ccc3C)n2)cc(OC)c1OC
→ 12µM*	18µM*	1%
> CCN(CC)CCN1CNC(=S)N(c2ccccc2OC)C1
→ -22%	7%	-7%
> COc1cc(C(=O)Nc2ccc(S(=O)(=O)NC(C)(C)C)cc2)cc(OC)c1OC
→ ?	-28%	-6%

Single records, from the list above:
COC(=O)c1ccc(N/C=C/C(=O)c2ccccc2)cc1 reads TDP1 cell noCPT: -23%; TDP1 cell CPT: -8%; GCN5L2 inh: -3%
CCOc1ccc(NC(=O)CCC(=O)N/N=C2\CCCc3ccccc32)cc1 reads TDP1 cell noCPT: 1%; TDP1 cell CPT: -5%; GCN5L2 inh: -2%

Going on with the list.
Sequence of screens: TDP1 cell noCPT	TDP1 cell CPT	GCN5L2 inh
> CCCOc1ccc(C2C(=O)N(C3CCCCC3)CC(=O)N2CCC)cc1OC (centres undefined)
→ ?	?	-20%
> CCCCS(=O)CC(CS(=O)CCCC)OC(=O)c1ccc(C)cc1 (centres undefined)
→ 0%	-8%	-3%
> O=C(NC12CC3CC(CC(C3)C1)C2)N1CCN(c2ncccn2)CC1
→ 2%	-10%	-4%
> CCCNC(=O)CCNC(=O)c1ccc(C(C)(C)C)cc1
→ -1%	-22%	-7%
> O=C(CCCCCN1C(=O)c2cccc3cccc(c23)C1=O)N1CCOCC1
→ ?	-2%	2%
> NS(=O)(=O)c1ccc(CCNC(=O)c2ccccc2-c2ccccc2)cc1
→ 0%	-2%	2%
> Cc1ccc(/C=C/C(=O)N2CCc3ccccc32)o1
→ 13µM*	6.5µM*	-19%
